OX1R antag-1 – blocks the human orexin 1 receptor; OX1R-expressing cells, FRET antagonist read-out; hit rate 1.8% among 330,000; AID 485270; inhibition, % at 6.6 µM; in the data active = inhibition mostly above about 38%, no sharp cut-off; inactive = mostly below about 40%;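 note: 0% = agonist challenge alone and 100% = reference antagonist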
Target sequence (O43613 whole entry, looked up): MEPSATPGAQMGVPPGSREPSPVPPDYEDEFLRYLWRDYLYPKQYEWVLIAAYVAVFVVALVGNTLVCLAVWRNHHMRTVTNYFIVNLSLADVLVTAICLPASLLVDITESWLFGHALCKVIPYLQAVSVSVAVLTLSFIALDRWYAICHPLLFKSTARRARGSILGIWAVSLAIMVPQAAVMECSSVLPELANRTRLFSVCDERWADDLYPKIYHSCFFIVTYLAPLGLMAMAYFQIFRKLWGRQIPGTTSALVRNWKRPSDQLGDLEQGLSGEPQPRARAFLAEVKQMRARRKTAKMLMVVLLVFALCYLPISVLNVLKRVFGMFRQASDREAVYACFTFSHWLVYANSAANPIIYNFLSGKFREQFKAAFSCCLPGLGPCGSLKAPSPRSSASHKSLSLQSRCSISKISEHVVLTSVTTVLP
OX1R antag-2 – antagonists of human orexin 1 receptor; O43613; CHO/OX1R cells, Fluo-8 calcium fluorescence, orexin A; inhibition, % at 5 µM; hit rate 0.43% among 330,000; AID 434989;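 active = inhibition above its plate's threshold, mean inhibition of all tested compounds on the plate plus 3 SD, cut at about 37% in these data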;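 note: 0% = orexin A challenge wells and 100% = SB-334867-A antagonist wells; not every result past the cut was called active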
Numbers without * were called inactive. Compounds were not picked by outcome, and some 2% of all compounds hit somewhere here.

SMILES	OX1R antag-1	OX1R antag-2
Cc1cccc(Cc2c(C)nc3nc(SCC(=O)O)nn3c2C)c1	1.2	-13.1
COC(=O)c1c(N2C(=O)[C@H]3[C@@H](C2=O)[C@]2(C(=O)Nc4ccc(C)cc42)N2CCC[C@@H]32)sc(C)c1C	-1.9	-10.5
COc1cc(C(=O)NC2CCN(CC(=O)Nc3cccc(C)c3C)CC2)cc(OC)c1OC	7.9	3.1
O=C(Nc1cccc(S(=O)(=O)N2CCCCC2)c1)c1ccc([N+](=O)[O-])o1	28.4	-23.9
Cc1ccc2c(c1)oc(=O)n2CC(=O)c1ccccc1	8.3	-22.4
N#Cc1ccc(NC(=O)COC(=O)c2ccc(F)c(S(=O)(=O)N3CCOCC3)c2)cc1	4.0	-7.4
CCC(=O)Nc1ccc2nn(-c3ccc(F)cc3)nc2c1	19.2	3.3
CC(=O)n1cc([C@H]2C=C(C(=O)Nc3ccccc3)O[C@@H](OCc3ccc(CO)cc3)C2)c2ccccc21	13.2	-3.3
Nc1nc(NC(=O)/C=C/c2ccccc2)nn1-c1ccccc1	26.5	-7.0
COC(=O)c1cc(COc2ccc3ccc(=O)oc3c2)c(C)o1	4.5	-11.1

Part of the list above in order of number of heavy atoms, lowest first.
SMILES	OX1R antag-1	OX1R antag-2
Cc1ccc2c(c1)oc(=O)n2CC(=O)c1ccccc1	8.3	-22.4
Nc1nc(NC(=O)/C=C/c2ccccc2)nn1-c1ccccc1	26.5	-7.0
COc1cc(C(=O)NC2CCN(CC(=O)Nc3cccc(C)c3C)CC2)cc(OC)c1OC	7.9	3.1
COC(=O)c1c(N2C(=O)[C@H]3[C@@H](C2=O)[C@]2(C(=O)Nc4ccc(C)cc42)N2CCC[C@@H]32)sc(C)c1C	-1.9	-10.5

Other records follow.
SMILES	OX1R antag-1	OX1R antag-2
CCOC(=O)c1nnn(-c2nonc2N)c1CNc1ccc(C)c(Br)c1	13.0	-29.3
COCCSc1nnc(NC(=O)Cc2ccc(OC)cc2)s1	13.9	-20.4
CC(=O)c1ccc(-c2ccc(C(=O)N(C)Cc3nc4ccccc4c(=O)[nH]3)o2)cc1	7.1	-7.0
O=c1c2[nH]c3ccccc3c2ncn1Cc1ccncc1	33.7	-16.1
COc1cccc(OC)c1C(=O)Nc1ccc(C)cc1C(=O)c1ccccc1	12.7	-21.8
CCOC(=O)c1c(/N=C/c2ccc(O)cc2O)sc2c1CCC2	37.3	-12.4
Cc1ccccc1NC(=O)COc1ccc(S(=O)(=O)N2CCCC2)cc1C	4.9	-7.1
CC(C)OCCCNC(=O)CN1C(=O)CC(C)(C)S(=O)(=O)c2ccccc21	4.9	0.0
Cc1ccc2[nH]c(=O)c(CN(Cc3nnnn3C3CCCC3)C3CCCCC3)cc2c1	16.4	-1.5
COc1ccc(CC(NC(C)=O)C(=O)N2CCN(C(=O)N(C(C)C)C(C)C)CC2)cc1 (centres undefined)	8.6	-1.6
CC(C)COc1cccc(C(=O)NC(=S)NCc2cccnc2)c1	5.3	-32.7
COc1ccc2c(CC#N)c[nH]c2c1	21.0	-11.7
S=C(NCC1CCCO1)Nc1cccc2ccccc12 (centres undefined)	28.6	-32.7
Nn1c(SCC(=O)NC2CCCCC2)nnc1C1CC1	17.9	-17.8
C=CCNc1nc(Nc2ccccc2F)nc(OCC)n1	14.9	-30.0
O=S(=O)(c1cccs1)N1CCC(CO)(Cc2ccc(Cl)cc2)CC1	34.2	12.1
CC(=O)Oc1c(Cl)cc(N(C(C)=O)S(=O)(=O)c2ccccc2)c2ccccc12	32.9	-26.5
COc1cc2c(cc1OC)CN(c1ccc([N+](=O)[O-])cc1C#N)CC2	59.7	-0.2
CC(=O)Nc1ccc(NC(=O)C2CCN(S(=O)(=O)c3ccc4c(c3)OCCO4)CC2)cc1	0.6	0.5
Cc1cc(C(=O)Cn2cc(C(F)(F)F)ccc2=O)c(C)n1CC1CCCO1 (centres undefined)	2.4	-9.8
Cc1nn(-c2cccc(C(F)(F)F)c2)c(Cl)c1/C=N/n1cnnc1	5.4	-10.8
Cc1ccc(-n2nnnc2-c2cnc3cc4c(cc3c2C)OCO4)cc1	8.6	-36.2
CCCCOC(=O)Cn1c(=O)c2c(nc3n2CCCCN3c2ccc(C)cc2)n(C)c1=O	-2.2	-16.8
Cc1cc(C)c(OCCCCN2CCC(C)CC2)c(Br)c1	21.0	-36.0
CN(CCc1ccccn1)C(=O)CCC1CCCN(C(=O)CCOc2ccccc2)C1 (centres undefined)	15.5	-10.2
C[C@H]1CN([C@@H](C)CO)C(=O)c2cc(NC(=O)Nc3cccc4ccccc34)ccc2O[C@@H]1CN(C)Cc1ccc(-c2ccccc2)cc1	-0.6	-8.4
O=C(c1n[nH]c(=O)c2ccccc12)N1CCN(S(=O)(=O)c2ccccc2Cl)CC1	5.8	-21.7
CCOC(=O)C1CCN(C(=O)COc2ccc(Cl)cc2)CC1	8.8	1.1
CN(C)C1(CNC(=O)C2CCN(S(=O)(=O)c3cc(Cl)ccc3Cl)CC2)CCCCC1	3.8	-25.5
Cc1cc(C)nc(SCc2ccc3nonc3c2)n1	20.2	-25.3
O=C(Oc1ccccc1N1C(=O)CCC1=O)c1ccco1	8.8	-6.2
CCCCCCCOC(=O)c1nc(Cl)c(Cl)c(N)c1Cl	23.2	-33.5
O/N=C\c1cccn1-c1nccs1	11.2	-11.5
CC(C)(C)OC(=O)N[C@@H](Cc1ccccc1)c1nnc(SCC(=O)c2ccc(Cl)cc2)o1	17.3	-15.6
COc1ccccc1CC(=O)Nc1cccc(C(=O)Nc2nccs2)c1	49.0*	-11.7
CN(Cc1cn(C)nc1-c1ccc(Oc2ccccc2)cc1)Cc1cnc2ccccn12	36.5	25.9
Nc1nnc(SCC(=O)NNC(=O)c2ccc([N+](=O)[O-])cc2)s1	36.0*	0.9
Cc1nn(Cc2c(F)c(F)c(F)c(F)c2F)c(C)c1NC(=O)c1ccc(COc2ccc(F)cc2)o1	6.3	-6.3
O=[N+]([O-])c1cccc(-n2nnnc2CN2CCCCCC2)c1	22.4	-20.6
COc1ccc(C(=O)NCc2ccncc2)cc1S(=O)(=O)N1CCOCC1	-2.1	-14.5
CCOc1ccc2nc(NC(=O)C3CCCN(S(=O)(=O)c4c(C)noc4C)C3)sc2c1 (centres undefined)	19.7	-11.3
COc1cccc(CNCC(=O)NC(=O)NC2CCCC2)c1	7.0	-15.4
Cc1nc(SCC(=O)Nc2nnc(C(C)C)s2)n[nH]1	16.2	-1.5
CCCS(=O)(=O)N1CCCC(C(=O)NCC2CCCO2)C1 (centres undefined)	5.5	-20.2
CC(=O)C1=C(NC(=O)c2ccc(C(F)(F)F)cc2)C[C@@H]2[C@H]1C2(C)C	14.9	-6.8
O=C(NCCCN1CCOCC1)C1CCC(=O)N1CCc1ccccc1 (centres undefined)	17.6	-9.8
Cc1cccc(Cn2c(NCC(C)O)nc3c2c(=O)n(C)c(=O)n3C)c1 (centres undefined)	13.6	-13.0
COc1ccc(C(=O)NCc2ccccn2)cc1	7.0	-16.1
C=CCn1c(COc2ccccc2)nnc1SCC(=O)NCC(=O)OCC	10.1	-19.8
CC(=O)Nc1ccc(S(C)(=O)=O)c(C)c1	11.0	-5.3

Copied from the list.
Result of O=C(NCCCN1CCOCC1)C1CCC(=O)N1CCc1ccccc1 (centres undefined) in OX1R antag-1: 17.6
Result of Cc1nc(SCC(=O)Nc2nnc(C(C)C)s2)n[nH]1 in OX1R antag-1: 16.2
Result of C=CCn1c(COc2ccccc2)nnc1SCC(=O)NCC(=O)OCC in OX1R antag-2: -19.8
Result of COc1cccc(CNCC(=O)NC(=O)NC2CCCC2)c1 in OX1R antag-1: 7.0
Result of CCCS(=O)(=O)N1CCCC(C(=O)NCC2CCCO2)C1 (centres undefined) in OX1R antag-2: -20.2
Result of COc1ccc(C(=O)NCc2ccccn2)cc1 in OX1R antag-1: 7.0
Result of CC(=O)Nc1ccc(S(C)(=O)=O)c(C)c1 in OX1R antag-2: -5.3

New compounds follow.
SMILES	OX1R antag-1	OX1R antag-2
COc1ccccc1NC(=O)c1ccc(N2CC3CC(C2)c2cccc(=O)n2C3)c(NC(=O)c2cccnc2)c1 (centres undefined)	18.7	-33.5
C=CCN1CC(=O)N2Cc3[nH]c4ccccc4c3C[C@H]2C1=O	7.9	-11.8
Cc1cc(NC(=O)c2ccccc2NS(=O)(=O)c2c(C)c(C)cc(C)c2C)no1	32.0	-1.7
Clc1ccc(C=NC23CN4CN(CN(C4)C2)C3)cc1	2.2	-13.9
O=C(CCN1C(=O)/C(=C/c2ccc(F)cc2)SC1=S)Nc1cc([N+](=O)[O-])ccc1O	11.5	-16.1
O=C(c1ccc(S(=O)(=O)N2CCCC2)cc1)N(Cc1ccco1)C1CCS(=O)(=O)C1 (centres undefined)	3.1	1.7
CC(=O)c1cccc(N(CC(=O)NC2CCCCC2)C(=O)CNC(=O)c2cccs2)c1	15.2	-22.3
CCOC(=O)c1ccc(N2C(=O)CC(N3CCCC(C)C3)C2=O)cc1 (centres undefined)	6.0	-5.8
c1cc(SSc2ccncc2)ccn1	-1.5	6.3
Cc1c(S(=O)(=O)N2CCN(C(=O)c3ccco3)CC2)c(=O)n(C)c(=O)n1C	7.4	-12.0
Cc1ccc(Sc2ncccc2COC(=O)NC(C)C)cc1	5.3	-13.3
Cc1nnc(SC(C)C(=O)Nc2ccc(S(=O)(=O)N3CCCCCC3)cc2)s1 (centres undefined)	15.0	-0.9
C=CCOC(=O)c1ccc(-n2cnc(C)n2)nc1	10.4	-5.0
COc1ccc([N+](=O)[O-])cc1N(CC(=O)N1CCN(Cc2ccccc2)CC1)S(C)(=O)=O	5.9	-9.7
COc1ccc(C(CCNCc2ccc(OC(C)C)cc2)c2ccccc2OC)cc1 (centres undefined)	3.3	-4.3
CC(Oc1ccc(Cl)cc1Cl)C(=O)OCC(=O)c1c(N)n(C)c(=O)n(C)c1=O (centres undefined)	10.1	6.0
CC(=O)c1sc(NC(=O)C2CCN(C(=O)c3ccccc3C)CC2)nc1-c1ccccc1	10.4	2.4
O=C(NCc1ccccc1)C1CCCN(S(=O)(=O)c2ccc(F)cc2)C1 (centres undefined)	9.9	-15.9
N#C/C(=C/c1cn(-c2ccccc2)nc1-c1cccc(OCc2ccccc2)c1)C(=O)NCCCn1ccnc1	4.8	-1.8
COc1ccc(C(CCN)Cc2ccccc2)cc1 (centres undefined)	11.2	-20.9
CN(C)S(=O)(=O)N1CCC(Oc2cccc(C(=O)N3CCSCC3)c2)CC1	24.3	-17.9
CN(C)c1cccc(C(=O)Nc2cccc(S(=O)(=O)NC3=NCCC3)c2)c1	9.3	-15.5
COc1ccc(S(=O)(=O)N2CCN(C)CC2)c2ccccc12	8.0	-7.8
CCOC(=O)c1c(-c2ccc(C)o2)csc1NC(=O)CSc1nnc(C)s1	18.6	-23.7
COC(=O)C(C)Oc1cc(OC(C)C(=O)OC)c2c(-c3ccccc3)cc(=O)oc2c1 (centres undefined)	-2.0	-58.6
Nc1ccccc1C(=O)Nc1nccs1	18.7	-0.5
COc1ccc(OC)c(NC(=O)c2ccc(CN(c3cc(Cl)ccc3C)S(=O)(=O)c3ccccc3)cc2)c1	33.5	-17.2
O=c1oc2c3c4c(cc2c(C(F)(F)F)c1CCN1CCOCC1)CCCN4CCC3	4.5	14.2
O=C(c1ccc(CS(=O)(=O)c2ccc(Br)cc2)o1)N1CCN(c2ncccn2)CC1	6.5	-45.3
CCN(C(=O)CSc1nnc(NC2CCCCC2)s1)C1CCS(=O)(=O)C1 (centres undefined)	4.8	-16.3
O=C1CN(C(=O)COC(=O)c2cccs2)c2ccccc2N1	2.2	-9.2
CCc1ccc(-c2csc3ncn(CC(=O)NCc4ccco4)c(=O)c23)cc1	13.6	-9.7
COc1ccc(C2=CSC3=NCCN23)cc1Br	5.5	-28.7
Cc1ccc(C(=O)Nc2ccccc2N2CCCCC2)o1	-4.7	-23.1
O=C(NCCCN1CCOCC1)c1cc(-c2ccccc2F)no1	3.0	-12.9
N#CNC(N)=Nc1cccc(Cl)c1	6.2	-24.9
COc1ccccc1NC(=S)N(CCN(C)C)C(C)c1ccncc1 (centres undefined)	16.0	-15.1
CC(C)(C)OC(=O)N[C@@H](Cc1ccccc1)C(=O)N[C@@H](CO)[C@H](O)[C@@H]1C[C@@H]1C(=O)N1CCCC1	16.5	-11.0
Cc1ccc(CNC(=O)C2(c3cccs3)CCOCC2)cc1	17.4	-11.7
Cc1ccc(-n2c(=S)sc3c(=O)n(-c4ccccc4C)c(SCC(=O)O)nc32)cc1C	-6.6	-22.5
N#Cc1ccc(C(=O)Nc2nnc(-c3ccccn3)o2)cc1	8.6	3.0
S=C(Nc1ccc(Nc2ccccc2)cc1)NC1CCCCCC1	14.7	-13.9
CCOC(=O)C1CCCN(C(=O)c2cc(=O)c3ccccc3o2)C1 (centres undefined)	3.2	-0.1
CC(C)(C)c1ccc(C(=O)NCC(=O)N2CCCC2)cc1	4.9	-53.0
COc1ccc(NC(=O)CSc2ccc([N+](=O)[O-])cc2)cc1S(=O)(=O)N1CCOCC1	5.3	5.4
Cc1ccc(N2CC(C(=O)Nc3ccc(S(=O)(=O)NCC4CCCO4)cc3)CC2=O)cc1C (centres undefined)	13.0	-22.5
COc1cccc(-c2ccc(C#N)c(SCC(=O)NCCc3ccc(Cl)cc3)n2)c1	14.1	-11.2
Cc1ccccc1-n1nnnc1SCC(=O)N(C)C1CCS(=O)(=O)C1 (centres undefined)	16.4	-7.7
CC(=O)Nc1cccc(/C(C)=N/NC(=O)c2ccccc2Cl)c1	26.4	17.9
Cc1ccc(C(=O)NCC(=O)OCc2nnc(-c3ccc([N+](=O)[O-])cc3)o2)s1	38.1*	-17.3
The list continues:
SMILES	OX1R antag-1	OX1R antag-2
COc1ccccc1N1CCN(Cc2nc(N)nc(Nc3ccccc3)n2)CC1	10.5	-27.0
Cc1nnc(SCC(=O)Nc2ncc3c(n2)CCCC3=O)s1	4.0	-9.8
CCCC(=O)Nc1ccc2oc(-c3ccncc3)nc2c1	15.2	-9.5
CCOc1ccc(S(=O)(=O)NCc2ccc(OC)cc2)c2cccnc12	14.3	-15.5
CCN(C(=O)c1cn(C)c(=O)c2ccccc12)c1ccccc1F	12.6	-23.8
Cc1cc(NC(=O)c2n[nH]c(=O)c3ccccc23)ccc1Br	18.4	-3.8

Bioassay records (PubChem)
